High-throughput results (PubChem)
TrxR1 inh: blocks rat thioredoxin reductase 1. O89049. recombinant rTrxR1, NADPH fluorescence consumption, selenite substrate. Potency, µM (titrated, usually from 114 µM), inactives show at the highest dose activity change, negative = inhibition, usual class: inhibitors. hit rate 1% among 390,000; note: potency is the fitted concentration of half-maximal effect; % is set by controls: 0 for no effect and ±100 for the full control effect; nearly all actives have a fitted effect of over 65% in size
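Rat TrxR1 (90 nM in the dispensed reagent) was pre-reduced with 400 uM NADPH for 5 min at room temperature, then incubated with compound for 15 min. After 400 uM selenite was added, NADPH fluorescence (Ex 340/Em 450 nm) was followed for 8 min.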
TRHR PAM: allosteric enhancers of human TRH receptor | P34981 | TRHR cells, fluo-8 calcium fluorescence, EC20 TRH enhancement | enhancement, % at 2 µM | hit rate 0.66% among 360,000; in the data active = enhancement above about 30%; note: 0% is about no effect
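TRHR-expressing cells loaded with fluo-8 calcium dye were read kinetically (ex 480/em 530) during compound addition, then stimulated with an EC20 of TRH (10 nM final). Enhancement of the Gq-mediated intracellular calcium response was scored.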
Pin1 inhibitor: human Pin1 inhibition; Pin1 FP peptide displacement, HiFluor488, 10 min; Potency, µM (highest dose often 115 µM), for the others: top-dose activity, negative = inhibition, most hits filed as inhibitors; hit rate 0.009% among 390,000; active = well fitted inhibition curve with a large enough effect in the polarisation, with a control signal flat, not every such curve was filed as active; inconclusive = small, poorly fitted or top-dose-only effect, or effect the other way, or a change in a side signal; inactive = no such curve, though single readings can be large or run the other way; the % refers to the polarisation; note: potency is the fitted concentration of half-maximal effect; % is set by controls: 0 for no effect and ±100 for the full control effect
Target sequence (Q13526 whole entry, looked up): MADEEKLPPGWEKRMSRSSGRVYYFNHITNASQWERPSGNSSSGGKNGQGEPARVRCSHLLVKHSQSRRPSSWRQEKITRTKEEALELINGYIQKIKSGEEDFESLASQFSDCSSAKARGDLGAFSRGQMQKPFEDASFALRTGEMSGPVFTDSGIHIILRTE
TRHR ag: TRH receptor (human) agonism; P34981; TRHR cells, calcium flux fluo-8, FDSS agonist mode; activation, % at 2 µM; hit rate 0.18% among 360,000; in the data active = activation above about 30%; note: 0% is about no effect
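Read-out: compound-evoked intracellular calcium rise in TRHR cells, fluo-8 dye, kinetic FDSS fluorescence at 1 s/cycle following a 10-cycle baseline. Cells cultured overnight before dye loading (30 min–1.5 h, RT).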
mIDH1 inhibitor: human IDH1 R132H inhibition | O75874 | IDH1-R132H enzyme, NADPH consumption, diaphorase/resazurin fluorescence | Potency, µM (doses to about 76.6 µM), for the others: at the highest dose activity change, negative = inhibition, most hits filed as inhibitors | hit rate 0.093% among 390,000 | AID 602179; note: potency is the fitted concentration of half-maximal effect; % is set by controls: 0 for no effect and ±100 for the full control effect; nearly all actives have a fitted effect of over 65% in size
Target sequence (O75874 whole entry R132H, stated change not applied): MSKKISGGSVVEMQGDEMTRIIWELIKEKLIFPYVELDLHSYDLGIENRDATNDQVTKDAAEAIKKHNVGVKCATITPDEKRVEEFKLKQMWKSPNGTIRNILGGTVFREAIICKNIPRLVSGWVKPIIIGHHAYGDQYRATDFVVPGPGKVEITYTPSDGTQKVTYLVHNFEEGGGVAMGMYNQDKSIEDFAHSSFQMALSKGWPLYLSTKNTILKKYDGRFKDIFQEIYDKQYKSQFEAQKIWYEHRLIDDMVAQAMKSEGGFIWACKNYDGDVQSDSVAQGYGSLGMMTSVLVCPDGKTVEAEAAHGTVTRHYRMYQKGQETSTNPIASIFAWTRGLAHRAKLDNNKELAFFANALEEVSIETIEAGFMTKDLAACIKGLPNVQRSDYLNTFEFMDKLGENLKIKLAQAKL
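IDH1-R132H (0.5 ug/mL dispensed) in pH 7.5 Tris buffer was preincubated 30 min with compound, then given a substrate mix of 0.016 mM NADPH and 2 mM alpha-KG for 80 min at room temperature; remaining NADPH was read by diaphorase/resazurin fluorescence.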
D2 antagonist: antagonizes the human D2 dopamine receptor; HEK293 TREx D2 cells, calcium flux, dopamine EC80; inhibition, % at 10 µM; hit rate 2% among 340,000; AID 485344; in the data active = inhibition above about 30%; note: 0% is about no effect
Target sequence (P14416 whole entry, looked up): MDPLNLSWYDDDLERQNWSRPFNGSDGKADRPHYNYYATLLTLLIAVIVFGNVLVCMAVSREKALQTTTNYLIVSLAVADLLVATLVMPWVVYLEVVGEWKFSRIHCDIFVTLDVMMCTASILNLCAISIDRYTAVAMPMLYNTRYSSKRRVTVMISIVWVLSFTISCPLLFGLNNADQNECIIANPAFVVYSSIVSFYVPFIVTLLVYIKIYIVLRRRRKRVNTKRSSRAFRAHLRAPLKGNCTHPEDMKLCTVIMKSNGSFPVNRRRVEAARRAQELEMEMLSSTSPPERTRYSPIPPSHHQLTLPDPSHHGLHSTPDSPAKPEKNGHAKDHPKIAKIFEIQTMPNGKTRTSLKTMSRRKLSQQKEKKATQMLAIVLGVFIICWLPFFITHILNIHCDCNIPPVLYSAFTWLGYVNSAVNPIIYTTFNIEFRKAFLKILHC
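Calcium mobilization kinetics were recorded at 1 s intervals in tetracycline-induced HEK293 T-REx D2 cells, first for 180 s after compound addition and then 180 s after EC80 dopamine.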
D2 ag: D2 dopamine receptor (human) agonism; P14416; HEK293 T-REx D2 cells, calcium flux agonist mode; activation, % at 2 µM; hit rate 0.53% among 340,000; AID 485358;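 active = activation over 3 SD above normal in the single-dose calcium agonist read, cut at about 30% in these data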; note: 0% is about no effect
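Calcium-flux readout, 1 cycle/sec over 180 s following compound pin transfer, in inducible HEK293 Trex D2 cells (force-coupled); dopamine controls included. Positive calcium responses during this window marked compounds as potential agonists.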
USP1-UAF1 inh: blocks the human USP1/UAF1 deubiquitinase complex; O94782; recombinant USP1/UAF1, Ub-Rhodamine cleavage fluorescence; Potency, µM (titrated, usually from 57.1 µM), inactives show at the top dose activity change, negative = inhibition, actives largely listed as inhibitors; hit rate 0.23% among 390,000; AID 743255; note: potency is the fitted concentration of half-maximal effect; % is set by controls: 0 for no effect and ±100 for the full control effect; nearly all actives have a fitted effect of over 60% in size; inactives centre near -12
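1 nM enzyme complex + cpd, 15 min RT; start with Ub-Rho 150nM final; kinetic fluorescence ex 480/em 540, 6 reads q60 s. Buffer 50mM HEPES pH 7.8, 0.5mM EDTA, 0.1 mg/ml BSA, 1mM TCEP, 0.01% Tween-20.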
TrxR1 substrate: is turned over as a substrate by rat TrxR1; O89049; purified TrxR1 substrate turnover, NADPH consumption readout; Potency, µM (doses to about 114 µM), without a hit: at the top dose activity change, negative = substrate turnover; hit rate 0.01% among 390,000; note: potency is the fitted concentration of half-maximal effect; % is set by controls: 0 for no effect and ±100 for the full control effect; nearly all actives have a fitted effect of over 50% in size
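Rat TrxR1, dispensed at 90 nM, was prereduced with 400 uM NADPH (final) for 5 min at ~22 deg C, then incubated with compound 15 min before 400 uM selenite. A first-read NADPH fluorescence drop versus no-compound background flagged substrates.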
* marks the source's active call; other numbers are inactive results; ? = inconclusive; / = not tested or not shown; [ ] = remark or other dose. Unless noted, calls come from the whole dose curve; as a rule, active = well fitted inhibition curve with a large enough effect; inconclusive = small, poorly fitted or top-dose-only effect; inactive = no such curve, though single readings can be large or run the other way.

Short keys: A = TrxR1 inh; B = TRHR PAM; C = Pin1 inhibitor; D = TRHR ag; E = mIDH1 inhibitor; F = D2 antagonist; G = D2 ag; H = USP1-UAF1 inh; I = TrxR1 substrate
CCOc1ccc(OCC)c(-c2c(=O)n(OCc3ccccc3Br)c3ccccc3[n+]2[O-])c1
  A = -3%; B = -11; C = 19%; D = 0.0; E = 5%; F = -4; G = 0.1; H = -14%; I = -5%

CCCCCCCCOC1OC(CO)C(O)C(O)C1NC(C)=O (stereo not drawn)
  A = 5%; B = -5; C = 12%; D = 0.8; E = 5%; F = -10; G = -0.3; H = -9%; I = 5%

Cc1csc(SCC(=O)NC2CCC(C)CC2)n1 (stereo not drawn)
  A = 8%; B = -5; C = -2%; D = 0.5; E = 8%; F = -18; G = 2.1; H = -21%; I = -5%

O=C1C=C(NC2=CC3OC(c4ccccc4)OCC3OC2=O)CCC1 (stereo not drawn)
  A = 8.9µM*; B = -8; C = 6%; D = -0.6; E = 1%; F = 4; G = 0.5; H = -24%; I = -12%

O=S(=O)(c1ccc(Cl)cc1)c1nc(-c2cccs2)oc1N1CCCCC1
  A = 20%; B = -3; C = 10%; D = 0.3; E = 0%; F = /; G = -0.6; H = -15%; I = -1%

COc1ccc(OCCCC(=O)OC(C)C(=O)Nc2ccc(S(N)(=O)=O)cc2)cc1 (stereo not drawn)
  A = 16%; B = 3; C = -2%; D = 0.4; E = -1%; F = -6; G = 0.6; H = -21%; I = 0%

COc1cccc(C(=O)NCc2ccc3c(c2)CCN3C(=O)c2ccncc2)c1
  A = -8%[57.1 µM]; B = -3; C = 0%; D = -0.3; E = -15%; F = /; G = -0.1; H = -10%; I = -9%[57.1 µM]

CCCN(CC(=O)Nc1ccccc1C)C(=O)C1CC(=O)N(c2ccccc2OCC)C1 (stereo not drawn)
  A = -2%[57.1 µM]; B = /; C = -8%; D = /; E = 8%; F = /; G = /; H = -16%; I = -1%[57.1 µM]

Cc1ccc(-n2nnnc2-c2ccccc2)cc1
  A = 13%[57.1 µM]; B = -2; C = -2%; D = -2.2; E = 2%; F = 0; G = -0.2; H = -2%; I = -9%

COc1ccc(CC(=O)NC(CC(=O)O)c2cccc([N+](=O)[O-])c2)cc1 (stereo not drawn)
  A = 22%[57.1 µM]; B = -4; C = -3%; D = 0.0; E = 2%; F = 6; G = -0.6; H = ?; I = 8%[57.1 µM]

CNc1cc(CSC)nc(SCc2ccc(Cl)cc2Cl)n1
  A = -4%; B = -5; C = 1%; D = 0.8; E = 1%; F = -15; G = 0.7; H = -22%; I = 4%[57.1 µM]

CC1CCN(C(=O)COC(=O)c2cccs2)CC1
  A = 21%[57.1 µM]; B = /; C = -8%; D = /; E = 5%; F = /; G = /; H = -3%; I = 11%[57.1 µM]

CC1(C)Cc2c(sc3c2c(=N)n(Cc2ccco2)c(=O)n3CC(=O)Nc2cccc(Cl)c2)CO1
  A = 7%; B = 14; C = 73%[activator]; D = -1.1; E = -3%; F = -7; G = -0.2; H = -19%; I = 11%

CCC(C)[C@H](N)c1cn([C@@H](Cc2cc3ccccc3[nH]2)C(=O)N2CCNCC2)nn1 (stereo partly drawn)
  A = -36%; B = 9; C = 1%; D = -0.2; E = 11%; F = -1; G = 0.1; H = ?; I = -3%

Cc1ccc(-n2ncc3c2CCCC3NC(=O)c2ocnc2C)cc1C (stereo not drawn)
  A = 6%; B = 4; C = -8%; D = -0.2; E = 1%; F = 4; G = -0.2; H = 2%; I = -3%

CC1Oc2ccccc2C=C1/C=N/Nc1ccc(C(=O)O)cc1 (stereo not drawn)
  A = 4%; B = -4; C = -8%; D = -0.5; E = -5%; F = 4; G = -0.9; H = -32%; I = -5%

CC1=C(C(=O)N2CCCCC2)C2(CCC(C)CC2)OC1=O (stereo not drawn)
  A = 17%[57.1 µM]; B = 6; C = -1%; D = 0.0; E = 2%; F = 7; G = -2.5; H = -26%; I = 8%[57.1 µM]

C/C=C(/C)C(=O)Nc1cccc(C2=NOC3(C2)C[C@@H](C(N)=O)N(C(=O)/C=C/CC)C3)c1 (stereo partly drawn)
  A = -6%[57.1 µM]; B = -3; C = -6%; D = 0.6; E = -9%; F = -15; G = -0.1; H = -16%; I = 7%[57.1 µM]

CC1(C)CC(NC(=O)c2cccc(S(=O)(=O)N(Cc3ccccc3)c3ccccc3)c2)CC(C)(C)N1
  A = -4%; B = 8; C = -6%; D = 0.3; E = -14%; F = 9; G = 0.7; H = -12%; I = -8%

Cc1cc2oc(=O)ccc2cc1[N+](=O)[O-]
  A = 3%; B = -4; C = -13%; D = 0.0; E = 0%; F = 2; G = 0.3; H = -24%; I = -3%

Cn1c(C(C#N)C(=O)c2ccco2)nc2ccccc21 (stereo not drawn)
  A = 14%[57.1 µM]; B = -5; C = 3%; D = -0.6; E = 5%; F = -6; G = -0.9; H = -5%; I = 13%[57.1 µM]

O=C(COC(=O)CCC(=O)c1cccs1)Nc1ccc(F)c(F)c1F
  A = 19%; B = /; C = 2%; D = /; E = 5%; F = /; G = /; H = -18%; I = 1%

Cc1ccc(-n2nc(CO)c(C(=O)NCCCc3ccccc3)n2)cc1C
  A = 30%[activator]; B = 23; C = 9%; D = 2.3; E = -3%; F = /; G = 0.5; H = 1%; I = 14%

CC1=C(C)CC(C(=O)Nc2ccc(C(=O)N3CCOCC3)cc2)C(C(=O)O)C1 (stereo not drawn)
  A = 10%[57.1 µM]; B = 2; C = 0%; D = 0.5; E = 11%; F = -17; G = 1.3; H = 0%; I = 4%[57.1 µM]

CCC1CCC(N2CCN(c3ccc(F)cc3)CC2)CC1 (stereo not drawn)
  A = 13%[11.4 µM]; B = -2; C = -4%; D = -0.2; E = -2%; F = 16; G = -0.8; H = -2%; I = 1%

CCN1C(=O)C(NC(C)=O)c2cc(OC)ccc21 (stereo not drawn)
  A = -5%; B = 1; C = 0%; D = 0.1; E = 7%; F = -2; G = 0.0; H = -4%; I = 0%

Cc1ccc(Cc2nc3ccccc3nc2SCC(=O)Nc2ccc3c(c2)OCO3)cc1
  A = 8%[57.1 µM]; B = -7; C = 2%; D = 0.4; E = 3%; F = /; G = -0.2; H = -4%; I = -1%[57.1 µM]

Cc1cccn2c(=O)c3cc(C(=O)NC4CCCC4)c(=N)n(Cc4ccc(F)cc4)c3nc12
  A = 281%[activator]; B = -9; C = 6%; D = 0.3; E = 17%; F = 14; G = 0.5; H = -14%; I = 195%[activator]

Cc1c(NS(=O)(=O)c2ccc3c(c2)NC(=O)CC(=O)N3)cccc1[N+](=O)[O-]
  A = 6%; B = -3; C = -3%; D = 0.1; E = -12%; F = 4; G = -0.8; H = -1%; I = 0%

O=C(OCC1O[C@@H](OC(=O)c2cc(O)c(O)c(O)c2)[C@@H](OC(=O)c2cc(O)c(O)c(O)c2)[C@@H](OC(=O)c2cc(O)c(O)c(O)c2)[C@@H]1OC(=O)c1cc(O)c(O)c(O)c1)c1cc(O)c(O)c(O)c1 (stereo partly drawn)
  A = /; B = 4; C = /; D = 0.2; E = /; F = 28; G = -1.1; H = /; I = /

CCOc1ccc(-c2nc(S(=O)(=O)c3ccccc3)c(NC)o2)cc1
  A = ?; B = 5; C = -8%; D = 0.4; E = 3%; F = 6; G = -0.7; H = -11%; I = -1%

CN1C(C(=O)Nc2ncccn2)=C(O)c2ccccc2S1(=O)=O
  A = -5%; B = 4; C = -1%; D = 0.4; E = 0%; F = -21; G = 0.1; H = -22%; I = -9%

O=C(NCCSc1c[nH]c2ccccc12)c1c(F)cccc1F
  A = 10%[57.1 µM]; B = 0; C = -2%; D = -1.1; E = -3%; F = 4; G = 0.4; H = -20%; I = 5%[57.1 µM]

CCOC(=O)Cc1csc(NC(=O)c2ccc(Br)o2)n1
  A = 10%[57.1 µM]; B = 4; C = -6%; D = -0.5; E = 1%; F = -3; G = 0.2; H = -20%; I = 2%[57.1 µM]

CC(=O)N1c2ccc(S(=O)(=O)N(C)CC(=O)NC3CCCCC3C)cc2CC1C (stereo not drawn)
  A = -12%; B = -3; C = 0%; D = -0.6; E = 7%; F = 5; G = 0.1; H = -13%; I = 0%

Cc1ccc(-c2ccc(CCC(=O)O)n2-c2ccc(C(=O)O)cc2)cc1
  A = ?; B = -3; C = 4%; D = 0.8; E = -6%; F = 4; G = 0.1; H = -9%; I = 10%[57.1 µM]

O=C(c1cc([N+](=O)[O-])[nH]n1)N1CCSCC1
  A = -3%[57.1 µM]; B = -6; C = -4%; D = 0.4; E = 2%; F = -6; G = 0.1; H = -11%; I = -1%

COC(=O)C1(C)NC(c2cccs2)C2C(=O)N(c3ccc(F)cc3)C(=O)C21 (stereo not drawn)
  A = 17%[57.1 µM]; B = -5; C = 8%; D = 0.7; E = 11%; F = 4; G = 0.8; H = 1%; I = 7%[57.1 µM]

Cc1cccc(C)c1NC(=O)CN(C)CC(=O)Nc1sc2c(c1C(N)=O)CCC2
  A = ?; B = 0; C = -1%; D = -1.7; E = 1%; F = 4; G = -0.2; H = -22%; I = -7%

CC(C)C(NC(=O)OC(C)(C)C)C(=O)N1CCCC1C(=O)NC(Cc1ccccc1)C(N)=O (stereo not drawn)
  A = -10%; B = /; C = 8%; D = /; E = -8%; F = /; G = /; H = -7%; I = -9%

An excerpt, so the mix of outcomes need not match the whole.
